Screens as filed in PubChem.
L major viab: Leishmania major promastigote growth inhibition, primary screen | Leishmania major promastigotes, resazurin fluorescence viability | hit rate 9% among 200,000 | AID 1063, 2008 | inhibition, % at 10 µM; in the data active means inhibition above about 50%;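 further: promastigotes grown with compound for 44 hours at 28 °C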
bIAP inhibitor: bovine intestinal alkaline phosphatase inhibitors, primary screen, selectivity assay for TNAP inhibitor project, biochemical, bovine IAP, CDP-star luminescence. alkaline phosphatase, intestinal [Bos taurus]. purified bovine IAP, 30 min. inhibition, % at 20 µM. 190,000 tested, under 10 active;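 active means over 50% inhibition of intestinal alkaline phosphatase at 20 µM in the single-dose screen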
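test system = bovine IAP enzyme | medium = DEA buffer 100 mM, pH 9.8, with MgCl2 1.0 mM, ZnCl2 0.02 mM | detection = luminescence | dosing = single compound dose of 20 µM, 2% DMSO final | incubation = 30 min reaction at room temperature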
bIAP act: bovine intestinal alkaline phosphatase activators, primary screen, biochemical, bovine IAP, CDP-star luminescence; hit rate 0.17% among 200,000; activation factor at 20 µM; alkaline phosphatase, intestinal [Bos taurus]; purified bovine IAP, 30 min; stronger effect = higher value; fold of DMSO-control signal, blank-subtracted; AID 1016, 2008;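 active means activation factor of 2 or more at 20 µM, a signal rise over negative controls twice the positive control's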
TNAP act hiacc: TNAP activators at high phosphate acceptor level, primary screen, biochemical, luminescence, uHTS. activation factor at 20 µM. AID 1136, 2008. purified TNAP, CDP-star luminescence, 1 M DEA, 30 min; stronger effect = higher value; 0 = EDTA background, 1 = DMSO-only activity. Alkaline phosphatase, tissue-nonspecific isozyme (Homo sapiens), P05186. 200,000 tested, under 10 active;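 active means activation factor at least 2 at 20 µM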
Target sequence (P05186 whole entry, looked up): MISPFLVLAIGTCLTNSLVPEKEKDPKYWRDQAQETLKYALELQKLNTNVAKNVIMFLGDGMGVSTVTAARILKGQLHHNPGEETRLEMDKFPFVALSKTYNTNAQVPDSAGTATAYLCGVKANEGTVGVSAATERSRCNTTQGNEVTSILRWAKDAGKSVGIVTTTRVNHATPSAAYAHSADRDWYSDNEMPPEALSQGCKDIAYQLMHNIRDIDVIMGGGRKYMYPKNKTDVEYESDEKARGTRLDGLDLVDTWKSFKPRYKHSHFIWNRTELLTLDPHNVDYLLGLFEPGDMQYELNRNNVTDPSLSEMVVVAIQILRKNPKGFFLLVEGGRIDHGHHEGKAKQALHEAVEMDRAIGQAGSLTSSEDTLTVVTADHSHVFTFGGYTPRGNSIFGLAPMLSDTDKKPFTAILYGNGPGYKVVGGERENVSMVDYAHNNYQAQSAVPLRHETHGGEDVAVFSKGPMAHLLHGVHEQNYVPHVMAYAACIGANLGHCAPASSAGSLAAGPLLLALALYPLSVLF
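Control set: EDTA negative control, DMSO positive control / Assay system: human TNAP / Quantity: TNAP 1/800 final / Evaluation: TNAP activation factor scaled between EDTA and DMSO control wells / Measured by: luminescent substrate turnover signal / Compound dosing: one dose, 20 µM / Times: 30 min enzyme reaction at room temperature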
FLuc inhib CS: firefly luciferase enzyme inhibitors, primary screen, artefact control for luciferase-based inhibitor screens, biochemical, luminescence, ATPLite; inhibition, % at 10 µM; hit rate 1.5% among 200,000; AID 1006, 2008; 10 min; Luciferin 4-monooxygenase (Photinus pyralis), P08659;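 active means inhibition above about 50% when tested at 10 µM, limit read from the data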
Target sequence (P08659 whole entry, looked up): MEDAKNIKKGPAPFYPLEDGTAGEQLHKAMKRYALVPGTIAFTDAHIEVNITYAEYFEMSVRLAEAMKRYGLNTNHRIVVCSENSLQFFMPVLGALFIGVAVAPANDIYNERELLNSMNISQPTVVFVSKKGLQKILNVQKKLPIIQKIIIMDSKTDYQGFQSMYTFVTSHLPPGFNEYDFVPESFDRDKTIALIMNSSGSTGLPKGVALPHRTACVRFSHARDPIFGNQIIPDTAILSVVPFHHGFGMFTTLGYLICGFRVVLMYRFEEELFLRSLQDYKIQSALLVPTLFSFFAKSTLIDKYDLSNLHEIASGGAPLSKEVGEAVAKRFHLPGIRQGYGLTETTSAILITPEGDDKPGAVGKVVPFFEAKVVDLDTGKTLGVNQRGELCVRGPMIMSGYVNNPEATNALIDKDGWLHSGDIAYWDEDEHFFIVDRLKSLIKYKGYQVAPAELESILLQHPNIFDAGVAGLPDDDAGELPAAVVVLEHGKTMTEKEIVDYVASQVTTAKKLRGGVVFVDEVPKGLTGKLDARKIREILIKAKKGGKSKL
APP transl inh: inhibitors of APP translation via 5'UTR reporter, primary screen, APP 5'UTR luciferase, SH-SY5Y cells. SH-SY5Y APP 5'UTR-luciferase reporter, luminescence. inhibition, % at 2 µM. hit rate 0.82% among 190,000;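 active means inhibition above a set limit, derived from the sample mean plus 3 SD, cut at about 45% in these data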; further: values of inactives mirror those of a sister screen read the other way
TNAP inh no acc: human TNAP enzyme inhibitors, primary screen, biochemical, luminescent, no phosphate acceptor, uHTS. purified TNAP, CDP-star luminescence, 30 min. inhibition, % at 20 µM. hit rate 0.26% among 200,000;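 active means tissue-nonspecific alkaline phosphatase inhibition above about 50% at 20 µM in the single-dose screen, limit read from the data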;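 further: 0% = DMSO negative control and 100% = EDTA positive control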
FLuc act counter: FLuc activators, initial screening, artefact control for FLuc-dependent activation tests, biochemical, ATPlite luminescence; AID 1027, 2008; activation factor at 10 µM; 200,000 tested, under 10 active; Luciferin 4-monooxygenase (Photinus pyralis), P08659; ATPlite luciferase biochemical, 10 min; 0 = ATP-free wells, 1 = DMSO control;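 active means luciferase activation factor, scaled between plate controls, of at least 2 with compound at 10 µM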
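System: luciferase plus luciferin reagent, cell-free; medium: PBS as buffer for the ATP substrate; dosing: test compounds dosed from 2 mM stocks in 100% DMSO; timing: 10 min post-reagent at room temperature; measured by: luminescence measurement of luciferase light output; evaluation: luciferase activation, seen as luminescence increase over controls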
RAM inhibit: inhibitors of the yeast RAM network, primary screen, dse1pr::URA3 reporter, 5-FOA selection | inhibition, % at 50 µM | hit rate 1.8% among 190,000 | S. cerevisiae dse1pr::URA3 reporter, 5-FOA growth OD615, 2 d; analog-sensitive cbk1-as2 kinase mutant strain;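 active means inhibition above a set limit, 3 SD over mean compound inhibition, cut at about 8.4% in these data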;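 further: 0% = DMSO-only wells with no growth and 100% = 10 µM 1-NA-PP1 full growth; inhibition rescues growth on 5-FOA so higher OD means more RAM inhibition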
TNAP inh hi DEA: human TNAP enzyme inhibitors, primary screen, biochemical, luminescent, high phosphate acceptor level, uHTS; Alkaline phosphatase, tissue-nonspecific isozyme (Homo sapiens), P05186; purified TNAP, CDP-star luminescence, 1 M DEA; inhibition, % at 20 µM; hit rate 0.03% among 200,000; AID 1135, 2008;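 active means over 50% inhibition of tissue-nonspecific alkaline phosphatase at 20 µM in the single-dose screen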;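 further: plate controls were DMSO wells for no effect and EDTA-quenched wells as full inhibition for full effect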
* = called active by the depositor; / = not tested or not shown.

Start of the listing, in advance (eight entries):
SMILES | L major viab | bIAP inhibitor | bIAP act | TNAP act hiacc | FLuc inhib CS | APP transl inh | TNAP inh no acc | FLuc act counter | RAM inhibit | TNAP inh hi DEA
O=C(CN(C(=O)CCC(=O)Nc1nccs1)c1ccc(F)c(Cl)c1)NCc1ccco1 | 90* | 5 | 0.9 | 1 | -6 | 12 | 0 | 1.1 | 5.2 | 1
CCc1c(C)[nH]c2ccccc2c1=O | 4 | 7 | 0.9 | 1.1 | -6 | 11 | -13 | 1.1 | 2.6 | -9
O=C(NCC1c2ccccc2CCN1C(=O)CN1CCOCC1)C1CCCCC1 (stereo not given) | -3 | -1 | 1 | 1.1 | -6 | -5 | -18 | 1.1 | 3.8 | -9
CC/C(=C/c1sc2ccc(C)cc2[n+]1CCO)SC | 22 | 7 | 0.9 | 1.1 | -9 | 8 | -262 | 1.1 | -0.5 | -8
O=[N+]([O-])c1ccc(N2CCN(C(=S)Nc3ccc(F)cc3)CC2)cc1 | -2 | 10 | 0.9 | 0.9 | -11 | 12 | -10 | 1.1 | 1.1 | 9
CCOCC(=O)Nc1ccc(S(=O)(=O)NCCc2ccccc2)cc1 | 1 | 21 | 0.8 | 1 | -5 | 3 | -7 | 1.1 | 1.3 | -1
CC(=O)c1cc2c(cc1NC(=O)CSc1nc3ccccc3[nH]1)OCO2 | 8 | 6 | 0.9 | 1 | -5 | -11 | -20 | 1.1 | 0.9 | -2
COc1ccc(NC(=O)Cc2cccs2)c(OC)c1 | -4 | 16 | 0.8 | 1 | -4 | 31 | -14 | 1 | 2.2 | -4

Results, from the first entry:
SMILES | L major viab | bIAP inhibitor | bIAP act | TNAP act hiacc | FLuc inhib CS | APP transl inh | TNAP inh no acc | FLuc act counter | RAM inhibit | TNAP inh hi DEA
O=C(CN(C(=O)CCC(=O)Nc1nccs1)c1ccc(F)c(Cl)c1)NCc1ccco1 | 90* | 5 | 0.9 | 1 | -6 | 12 | 0 | 1.1 | 5.2 | 1
CCc1c(C)[nH]c2ccccc2c1=O | 4 | 7 | 0.9 | 1.1 | -6 | 11 | -13 | 1.1 | 2.6 | -9
O=C(NCC1c2ccccc2CCN1C(=O)CN1CCOCC1)C1CCCCC1 (stereo not given) | -3 | -1 | 1 | 1.1 | -6 | -5 | -18 | 1.1 | 3.8 | -9
CC/C(=C/c1sc2ccc(C)cc2[n+]1CCO)SC | 22 | 7 | 0.9 | 1.1 | -9 | 8 | -262 | 1.1 | -0.5 | -8
O=[N+]([O-])c1ccc(N2CCN(C(=S)Nc3ccc(F)cc3)CC2)cc1 | -2 | 10 | 0.9 | 0.9 | -11 | 12 | -10 | 1.1 | 1.1 | 9
CCOCC(=O)Nc1ccc(S(=O)(=O)NCCc2ccccc2)cc1 | 1 | 21 | 0.8 | 1 | -5 | 3 | -7 | 1.1 | 1.3 | -1
CC(=O)c1cc2c(cc1NC(=O)CSc1nc3ccccc3[nH]1)OCO2 | 8 | 6 | 0.9 | 1 | -5 | -11 | -20 | 1.1 | 0.9 | -2
COc1ccc(NC(=O)Cc2cccs2)c(OC)c1 | -4 | 16 | 0.8 | 1 | -4 | 31 | -14 | 1 | 2.2 | -4
CC12CCC(C(=O)Nc3ccccc3)(C/C1=N\O)C2(C)C (stereo not given) | -4 | 10 | 0.9 | 1 | -8 | -17 | -2 | 1.1 | 0.6 | -5
Cc1ccsc1C(=O)N/N=C/c1ccc([N+](=O)[O-])cc1 | -8 | -5 | 1.1 | 1 | 6 | -37 | -9 | 0.9 | 1.3 | -1
Cc1ccc(NC(=O)/C(=C/c2cccs2)NC(=O)c2ccco2)c(C)c1 | -5 | -1 | 1 | 1.1 | -5 | -3 | -3 | 1.1 | -0.6 | -5
CC1(C)Cc2c(sc3nc(SCC(=O)O)[nH]c(=O)c23)CO1 | -7 | -4 | 1 | 1 | -2 | 15 | -4 | 1 | 0.7 | 0
O=C(CCCC(=O)OCC(Cl)=C(Cl)Cl)Nc1cccc2ccccc12 | -6 | 7 | 0.9 | 1 | -6 | 12 | -18 | 1.1 | 3.3 | -2
COc1cccc(C(=O)NCC(=O)OCc2ccc(F)cc2Cl)c1 | -8 | 0 | 1 | 1 | 8 | 10 | -4 | 0.9 | 0.3 | 2
Cc1cc(NCCCN2CCOCC2)n2ncc(-c3ccccc3)c2n1 | 32 | 0 | 1 | 1 | 15 | -156 | -9 | 0.8 | 1.1 | -5
Cc1cccc(C)c1NC(=O)CNCC(=O)N(C)C | -10 | 2 | 1 | 1 | -4 | -17 | -3 | 1 | 0.1 | 0
O=C(Nc1ccc(O)cc1)c1ccc2c(c1)C(=O)N(Cc1ccco1)C2=O | 61* | -2 | 1 | 1.1 | 2 | -29 | -12 | 1 | 5.4 | -7
COc1cc(/C=C2/NC(=O)N(Cc3ccccc3F)C2=O)ccc1Oc1ccc([N+](=O)[O-])cn1 | 80* | 2 | 1 | 1 | -3 | -2 | -11 | 1 | 3.9 | -3
Cc1ccc(C(=O)OCn2ncc(Cl)c(Cl)c2=O)cc1 | 101* | 3 | 1 | 1.1 | -2 | 92* | -8 | 1 | -1.6 | -7
COCCNc1nc2nonc2nc1NC(C)c1ccccc1Cl (stereo not given) | 0 | 10 | 0.9 | 1 | -9 | 22 | -13 | 1.1 | 4.1 | -4
COc1ccc(Nc2nc(Nc3ccc(OC)cc3OC)nc(N3CCN(C)CC3)n2)c(OC)c1 | 77* | 10 | 0.9 | 1 | -4 | 10 | -18 | 1 | -0.7 | -2
CC(C(=O)NCC1CCCO1)N(C(=O)c1snc(C(N)=O)c1N)c1cccc(F)c1 (stereo not given) | -1 | -11 | 1.1 | 1 | -6 | 12 | 7 | 1.1 | 1.2 | -1
O=C(CSc1ncn[nH]1)N1CCN(S(=O)(=O)c2ccc(Cl)cc2)CC1 | -4 | -14 | 1.1 | 1 | -1 | -9 | 2 | 1 | -1.0 | -2
Cn1c(SCC(=O)N2CCCc3ccccc32)nc2cccnc21 | 7 | 13 | 0.9 | 1 | -9 | 1 | -7 | 1.1 | 7.4 | -2
CCNC(=O)CC1C(=O)N(c2ccc(OC)cc2)C(=S)N1CCc1ccncc1 (stereo not given) | -4 | 5 | 1 | 1 | -4 | 6 | -12 | 1 | 1.3 | -3
CCC(=O)N(CCO)Cc1cc2ccc(C)c(C)c2[nH]c1=O | -2 | 6 | 0.9 | 1.1 | -5 | -25 | 7 | 1 | 1.1 | -6
Cn1c2c(c(=O)n(C)c1=O)CN(CCCN1CCOCC1)CN2 | 2 | 6 | 0.9 | 1.1 | -7 | 5 | -21 | 1.1 | 0.6 | -7
Cc1ccc(NC(=S)N2CCC(c3ccccc3)C2)c(Cl)c1 (stereo not given) | 13 | 26 | 0.7 | 1 | 74* | -190 | -14 | 0.3 | 1.1 | -4
O=C1C=C(NCc2ccc(Cl)cc2Cl)C2(CCCCC2)O1 | 24 | 11 | 0.9 | 1.1 | -2 | / | -28 | 1 | 1.2 | -7
CSc1ccc(C(=S)N2CCN(Cc3ccccc3)CC2)cc1 | 94* | 6 | 0.9 | 1 | -4 | -18 | -5 | 1 | -0.1 | 0

Two compounds from above, reduced to APP transl inh and RAM inhibit.
SMILES	APP transl inh	RAM inhibit
O=[N+]([O-])c1ccc(N2CCN(C(=S)Nc3ccc(F)cc3)CC2)cc1	12	1.1
CCOCC(=O)Nc1ccc(S(=O)(=O)NCCc2ccccc2)cc1	3	1.3

More compounds:
SMILES | L major viab | bIAP inhibitor | bIAP act | TNAP act hiacc | FLuc inhib CS | APP transl inh | TNAP inh no acc | FLuc act counter | RAM inhibit | TNAP inh hi DEA
CN1CCOc2cc(S(=O)(=O)Nc3ccc(F)cc3)ccc21 | 0 | 10 | 0.9 | 1 | -6 | -16 | -10 | 1.1 | 0.1 | -4
Cc1c(NC(=O)Nc2ccccc2)cccc1[N+](=O)[O-] | 16 | -11 | 1.1 | 1.1 | -2 | -5 | -6 | 1 | 2.5 | -7
CCc1ccc(N2C(=O)c3cc(N4CCOCC4)c([N+](=O)[O-])cc3C2=O)cc1 | -5 | 17 | 0.8 | 1 | -9 | -11 | -5 | 1.1 | 1.9 | -1
COC(=O)c1ccc(C2N=C(c3cccs3)CC(c3ccccc3O)N2)cc1 (stereo not given) | 36 | 10 | 0.9 | 1 | 0 | -37 | -11 | 1 | 0.8 | 4
CC(=O)C1=C(C)N(CC2CC2)C(=O)N[C@H]1c1cccs1 | -2 | -1 | 1 | 1 | 0 | 1 | -2 | 1 | 0.8 | 4
CC(=O)Nc1ccccc1NS(=O)(=O)c1ccc(Cl)cc1 | 16 | 4 | 1 | 1 | -8 | 1 | -13 | 1.1 | -1.0 | -4
CC1CCN(c2c([N+](=O)[O-])nn(-c3ccc4c(c3)OCCO4)[n+]2[O-])CC1 | 34 | 5 | 0.9 | 1 | 3 | / | -10 | 1 | 3.5 | 0
O=C(Nc1cc(C(F)(F)F)ccc1Cl)c1ccncc1 | 7 | 2 | 1 | 1.1 | -1 | -1 | -3 | 1 | 1.7 | -7
C=C(C)COc1ccc2oc(C)c(C(=O)OCCOC)c2c1 | -4 | 9 | 0.9 | 1 | -6 | 4 | -13 | 1.1 | 0.8 | -4
O=C(CNCc1ccc(F)cc1)Nc1ccccc1[N+](=O)[O-] | -5 | 11 | 0.9 | 1 | -8 | 10 | -11 | 1.1 | 1.6 | -4
CC(C)(C)c1cc(Cc2ccccc2)[nH]n1 | -4 | 20 | 0.8 | 1 | -8 | -14 | 3 | 1.1 | 0.0 | -3
Cc1ccc([N+](=O)[O-])cc1/C=N/Nc1nnnn1-c1ccccc1 | -4 | 10 | 0.9 | 1 | -4 | 4 | -7 | 1 | 0.8 | 2
O=C(CCCN1C(=O)/C(=C\c2cccs2)SC1=S)NNC(=O)c1ccncc1 | -2 | 2 | 1 | 1 | -7 | 17 | -84 | 1.1 | 1.9 | 2
CCN(CC(=O)NC(C)C)C(=O)c1ccc(Cl)cc1 | -6 | 10 | 0.9 | 1 | 0 | 12 | -14 | 1 | 0.9 | 0
CCOC(=O)c1cc(-c2ccccc2)sc1NC(=O)CN1C(=O)NC(CC)(c2ccccc2)C1=O (stereo not given) | 51* | 1 | 1 | 1 | -6 | / | 2 | 1.1 | 3.0 | 0
O=C(CSc1c2c(nc3cc(Cl)ccc13)CCCC2)NCCCN1CCOCC1 | 32 | -10 | 1.1 | 1 | -6 | -6 | -8 | 1.1 | 0.9 | -3
